Screening results deposited in PubChem BioAssay by National Center for Advancing Translational Sciences (NCATS).
3T3 cytotox = kills NIH 3T3 cells; NIH 3T3 viability, CellTiter-Glo ATP luminescence, 48-72 h; Potency, µM (series often up to 96.7 µM), inactives show at the highest dose activity change, negative = cytotoxicity, usual class: inhibitors; 4.3% of 94,000 active; AID 1345082; also: potency is read from the fitted curve at half-maximal effect; nearly all actives have a fitted effect of over 55% in size
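NIH 3T3 cells at 400 cells/well received 23 nL of compound by pintool and were incubated 48 or 72 h at 37 °C. Viability was read as ATP-coupled CellTiter-Glo luminescence.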
HEK cytotox = kills HEK 293 cells | HEK 293 viability, ATP luminescence (CellTiter-Glo), 48-72 h | 6.6% of 94,000 active | AID 1345083 | Potency, µM (top dose mostly 115 µM), for inactives: top-dose activity change, negative = cytotoxicity, hits mostly inhibitors; also: potency is read from the fitted curve at half-maximal effect; nearly all actives have a fitted effect of over 60% in size
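Viability of HEK 293 cells, plated at 250 cells/well, was judged by cellular ATP after compound treatment for 48 or 72 hr. Luminescence was imaged 10 min after CellTiter-Glo addition at room temperature.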
HEK293 viab = reduces viability of HEK-293 SNCA reporter cells | 0.12% of 150,000 active | Potency, µM (top dose mostly 57.1 µM), for the others: at the top dose activity change, negative = cytotoxicity, actives largely listed as cytotoxic | AID 1671193 | HEK-293-SNCA-luc viability, GF-AFC fluorescence, 24 h;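 also: potency is read from the fitted curve at half-maximal effect; 0% = DMSO-treated cells and -100% = medium-only wells without cells; nearly all actives have a fitted effect of over 30% in size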
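Cytotoxicity counterscreen: after 24 h compound treatment of genome-edited SNCA-luciferase HEK-293 cells, live-cell protease substrate GF-AFC read by fluorescence after 30 min; activity scaled between DMSO (0%) and medium-only (-100%), curves Hill-fitted.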
IP6K1 inh = inhibitors of human IP6K1; 0.81% of 140,000 active; IP6K1 kinase, ADP-Glo luminescence, 2 h; active compounds read low; Q92551; AID 1645851; activity change, % (series mostly up to about 58 µM); in the data active = activity change below about -25%
Target sequence (Q92551 whole entry, looked up): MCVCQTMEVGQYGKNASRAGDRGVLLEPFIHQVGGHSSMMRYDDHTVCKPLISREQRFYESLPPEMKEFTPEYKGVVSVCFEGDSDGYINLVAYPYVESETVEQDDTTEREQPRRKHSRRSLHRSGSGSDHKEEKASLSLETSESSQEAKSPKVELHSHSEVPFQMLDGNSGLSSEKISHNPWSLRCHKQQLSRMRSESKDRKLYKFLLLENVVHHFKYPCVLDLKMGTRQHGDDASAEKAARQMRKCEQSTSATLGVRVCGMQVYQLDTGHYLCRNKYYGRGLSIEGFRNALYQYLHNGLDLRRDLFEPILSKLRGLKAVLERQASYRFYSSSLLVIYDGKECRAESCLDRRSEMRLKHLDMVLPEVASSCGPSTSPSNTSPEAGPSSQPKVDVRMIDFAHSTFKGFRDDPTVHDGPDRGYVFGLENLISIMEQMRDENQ
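ADP-Glo luminescence measures ADP made by human IP6K1 during a 2 h RT reaction with ATP/IP6 (mix at 1.3 mM/130 uM); top library doses 57.5 and 19.1 uM final.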
Luciferase inh = inhibitors of firefly (Photinus pyralis) luciferase. P08659. purified P. pyralis luciferase, luminescence, biochemical. Potency, µM (top dose mostly 115 µM), for the others: top-dose activity change, negative = inhibition, usual class: inhibitors. 2.5% of 76,000 active; also: potency is read from the fitted curve at half-maximal effect; nearly all actives have a fitted effect of over 65% in size
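Inhibitors were tested against purified firefly luciferase in a biochemical, low-substrate format (both substrates at 10uM) and luminescence measured with a CCD imager.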
GPT2 inhibitor = inhibitors of human GPT2 alanine aminotransferase. Q8TD30. Potency, µM (titrated, usually from 57.7 µM), for inactives: at the highest dose activity change, negative = inhibition, hits mostly inhibitors. 0.25% of 100,000 active. Recombinant GPT2, coupled pyruvate oxidase/HRP Amplex Red fluorescence; also: potency is read from the fitted curve at half-maximal effect; nearly all actives have a fitted effect of over 60% in size; many of its hits are not listed in these tables
Target sequence (Q8TD30 whole entry, looked up): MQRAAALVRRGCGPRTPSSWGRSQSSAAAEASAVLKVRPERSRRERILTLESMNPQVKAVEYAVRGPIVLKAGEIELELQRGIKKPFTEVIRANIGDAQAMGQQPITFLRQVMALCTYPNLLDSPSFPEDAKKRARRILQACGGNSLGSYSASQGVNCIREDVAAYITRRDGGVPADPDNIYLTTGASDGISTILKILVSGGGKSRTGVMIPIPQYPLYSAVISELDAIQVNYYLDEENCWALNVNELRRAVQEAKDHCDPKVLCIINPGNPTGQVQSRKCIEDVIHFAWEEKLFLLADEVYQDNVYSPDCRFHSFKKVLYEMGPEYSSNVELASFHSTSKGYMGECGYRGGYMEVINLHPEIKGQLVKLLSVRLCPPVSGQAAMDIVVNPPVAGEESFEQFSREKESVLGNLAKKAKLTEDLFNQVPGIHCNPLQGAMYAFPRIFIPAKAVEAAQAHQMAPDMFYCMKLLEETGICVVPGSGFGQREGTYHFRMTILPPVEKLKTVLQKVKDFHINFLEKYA
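Inhibition is scored from Amplex Red fluorescence generated when pyruvate oxidase and HRP act on pyruvate released by GPT2. Reactions contain 10ng/uL enzyme, 250uM a-KG and 2mM L-alanine and run 30 min at room temperature.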
SNCA expr inh = reduces expression of the alpha-synuclein gene | HEK-293 SNCA-luciferase knock-in, luminescence, 24 h | AID 1671194 | 0.17% of 140,000 active | Potency, µM (top dose mostly 57.2 µM), inactives show at the highest dose activity change, negative = inhibition, most hits filed as inhibitors;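 also: potency is read from the fitted curve at half-maximal effect; plate controls were DMSO cells for no effect and cell-free wells for full effect; nearly all actives have a fitted effect of over 45% in size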
Starred values were filed as active, the others as inactive; i = inactive; ? = inconclusive; . = no result given; [ ] = dose if it differs, or a comment. Unless noted, calls follow the shape of the dose curve; as a rule, active = well fitted curve in the direction sought with a large enough effect; inconclusive = small, poorly fitted or top-dose-only effect, or another doubt; inactive = no such curve, though single readings can be large; an effect the other way counts as inactive or inconclusive. Unless noted, % is scaled to controls: 0 for no effect and ±100 for the full control effect.

SMILES | 3T3 cytotox | HEK cytotox | HEK293 viab | IP6K1 inh | Luciferase inh | GPT2 inhibitor | SNCA expr inh
COCCN1CCOC2(CCN([S+](=O)([O-])c3ccccc3C)CC2)C1=O | ? | -12%[172 µM] | 5%[87.6 µM] | 2 | -16%[172 µM] | 2%[88.5 µM] | -11%[87.6 µM]
O=C(NCCC(c1ccccc1)c1ccccc1)c1cn(C2CCCCC2)nn1 | -4% | ? | ? | 5 | 10% | -14% | ?
Cc1ccc(-c2ccccc2C#N)cc1 | . | . | -5%[23.9 µM] | 16 | . | -5% | -30%[25.6 µM]
NC(=O)c1cc[nH]c1C1CCCN(S(=O)(=O)c2cccc3cccnc23)C1 (configuration not stated) | -27% | -27% | 2%[12.5 µM] | -2 | -12% | -15% | -9%
Cc1cccc(NC2=CC(c3cccc(Br)c3)N(c3cccc(C)c3)C2=O)c1 (configuration not stated) | . | . | -3% | 17 | . | . | 0%
Cc1cccc(C)c1-c1nc(C(=O)N(C)C)n2ccccc12 | ? | ? | 0%[87.6 µM] | 30 | 0%[172 µM] | 3%[88.5 µM] | -1%[87.6 µM]
CCN1C(C)(C)CC(Oc2ccc(C(=O)Nc3ccc(NC(=O)Nc4cc(C(C)(C)C)on4)cc3)nc2)CC1(C)C | . | . | -14% | 3 | . | 0% | .
Cc1nc2ccc(S(=O)(=O)N(CC(=O)Nc3ccc(Cl)cc3)Cc3ccccc3)cc2s1 | . | . | 6% | -14 | . | . | 5%
Cc1ccc(S(=O)(=O)c2nnn3c2nc(NCCc2ccccc2)c2sccc23)cc1 | . | . | 5% | -15 | . | . | ?
Cc1ccc(OCCn2c(COc3ccc(Cl)cc3)nc3ccccc32)cc1 | . | . | 3% | 16 | . | . | 8%
CN(C)c1ccc(C(=O)NCC2CCN(c3cc(-c4ccccc4)[nH]n3)CC2)cc1 | ? | ? | 3% | 4 | ? | -25% | -9%
COc1ccc(CN2CC[C@H](c3nc4ccc(C)cc4[nH]3)C2)cc1 | 79µM* | 79µM* | -4%[87.6 µM] | -5 | -9%[172 µM] | 1%[88.5 µM] | 6%[87.6 µM]
CN(C)C[C@@H]1CN(Cc2cccnc2)C[C@H]1NC(=O)CCn1cccn1 | 2% | i | -6% | 7 | -3% | i | -22%
C#CCNC(=O)c1nc(-c2cccnc2)c2ccccn12 | 89µM* | -23%[172 µM] | -22%[87.6 µM] | 0 | 1%[172 µM] | i | 3%[87.6 µM]
Cc1ccccc1CCN1CCCC(CN(C)C(=O)Nc2ccccc2C)C1 (configuration not stated) | -3% | -16% | -4% | -6 | 3% | i | -7%
Cc1cc(C(F)(F)F)nc(CNc2cc(C)nc3c(C)c(C)nn23)n1 | -9% | -5% | 2% | 8 | 8% | 1% | -20%
Cc1ccc(S(=O)(=O)n2nc(-c3ccco3)nc2NCc2ccccc2Cl)cc1 | . | . | -2% | -14 | . | . | 124%[activator]
CCOc1ccc(OCC)c(NS(=O)(=O)c2c(C(=O)N3CCC(C)CC3)c(C)n(C)c2C)c1 | . | . | -27% | -9 | . | . | -3%
COc1cccc(CNC(=O)C2CCN(S(=O)(=O)c3ccc4c(ccn4C)c3)CC2)c1 | . | . | 15% | -7 | . | . | -11%
COCCN1CCC(CNc2nccc(-c3ccccn3)n2)C1 (configuration not stated) | -4% | -23% | 10% | 47 | 3% | -4%[11.5 µM] | 12%
COc1ccc(C(=O)N2CCC3(CC2)CC(N2CCCC2)CCO3)cc1 (configuration not stated) | -23% | -5% | -11% | 9 | . | -21% | 12%
Cn1cc(CN2C[C@H](C(=O)Nc3nccs3)C[C@H]2c2cccc(C(F)(F)F)c2)cn1 | ? | ? | -7%[87.6 µM] | -7 | 0%[172 µM] | 1%[88.5 µM] | -25%[87.6 µM]
C#CCNC(=O)c1cc(-c2ccsc2)c2nncn2n1 | ? | -24%[172 µM] | -9%[87.6 µM] | 5 | . | i | 10%[87.6 µM]
COCCOCC(=O)N1CCCC(c2nn(C)c(=O)n2-c2ccccc2)C1 (configuration not stated) | 1% | 7% | -1% | 4 | -3% | i | -5%
O=C(C1CC(=O)N(c2n[nH]c3ccccc23)C1)N1CCC(c2nc3ccccc3[nH]2)CC1 (configuration not stated) | i | -3% | 0% | 25 | 0% | -5% | -9%
COc1ccc(-c2nc(-c3nnn4c3COC(c3ccc(Cl)cc3)C4)no2)cc1 (configuration not stated) | 2% | 4% | -9% | -9 | 4% | 3% | 0%
O=C(c1coc(COc2cccc(F)c2)n1)N1CCN(c2ccccc2)CC1 | 0% | i | 4% | 6 | 5% | i | 3%
CN(C)C[C@@H]1CN(c2ccncn2)C[C@H]1NC(=O)c1cc(Cl)ccc1F | 3% | 3% | -5% | -12 | 8% | i | -5%
CC(=O)NC1(C)CCN(Cc2cnc(-c3cccc(N4CCOCC4)c3)s2)CC1 | -19%[138 µM] | ? | 0%[87.6 µM] | 2 | -1%[172 µM] | -7%[88.5 µM] | 16%[87.6 µM]
Cc1ccc(CN[C@@H]2CO[C@H](CNC(=O)c3ccccc3)[C@H]2O)cc1 | -19%[138 µM] | -12%[172 µM] | 4%[87.6 µM] | 24 | -2%[172 µM] | 3%[88.5 µM] | 3%[87.6 µM]
COc1ccc(NC(=O)CC(C)S(=O)(=O)c2ccc3c(c2)NC(=O)CO3)cc1OC (configuration not stated) | . | . | -4% | 5 | . | . | 33%[activator]
CCOC(=O)c1ccc(NC(=O)CC2C(=O)N(c3ccc(F)cc3)C(=O)N2Cc2ccc(C)cc2)cc1 (configuration not stated) | . | . | -19% | -29* | . | . | ?
COc1ccc(-c2cc(C(=O)N3CCN(Cc4ccccc4)CC3)c3cnn(C)c3n2)cc1 | ? | 35µM* | . | -17 | . | . | .
COc1cccc(CC(=O)Nc2ccc3c(c2)CN(Cc2ccccc2F)C(=O)C(C)O3)c1 (configuration not stated) | ? | ? | ? | 5 | 3% | i | -3%
COC(=O)c1ccccc1NC(=O)CCC(=O)N1CCOc2ccccc21 | . | . | -1% | 17 | . | . | -11%
Cc1cc(C)n(CCC(=O)N[C@@H]2CN(S(C)(=O)=O)C[C@H]2CN(C)C)n1 | 0% | -9% | -1% | 1 | -2% | i | -12%
Cc1ccc(C(C)C)c(OCC(=O)Nc2cccc(-c3nc4ncccc4o3)c2)c1 | . | . | -10% | 3 | . | . | -22%
Cc1ccc(-n2nc(-c3c(C)nc4scc(CC(=O)N5CCCC5)n4c3=O)cc2C)cc1 | -15% | -14% | 7% | 12 | -8% | i | 2%
O=C([C@H]1C[C@H](Oc2ccccc2)CN1C(=O)NCCc1ccccc1)N1CCOCC1 | -16% | -16% | 3% | 19 | -7% | i | 17%
CCCN1CCc2[nH]cnc2C12CCN(C(=O)c1ccc(CSC)o1)CC2 | -18% | -10% | 10% | 7 | -11% | i | 9%
COc1ccc(-c2nc(C3CC3)nc3c2CN(S(=O)(=O)c2cccc(OC)c2)CC3)cc1 | -27% | ? | -7% | -3 | . | 0% | -3%
NC(=Nc1ccccc1)NC(=O)c1nc(Cl)c(N)nc1N | . | . | -10% | . | . | ? | 22%
Cc1ccc(NCc2nc3ccccc3n2CCOc2ccccc2)cc1 | . | . | -12% | -7 | . | . | 147%[activator]
COc1cccc(-c2nc3cc4c(cc3cc2CN2CCSCC2)OCO4)c1OC | ? | 22µM* | ? | 35 | -4% | 1% | -6%
CCc1ccccc1NC(=O)c1nc2nc(C)cc(C(F)F)n2n1 | . | . | 3% | 0 | . | . | 23%
CCC(C)NC(=O)C1COC2(CCN(C(=O)c3ccc(F)cc3)CC2)N1C(=O)c1cccc(OC)c1 (configuration not stated) | -7% | -10% | 8% | -3 | -6% | -1% | 10%
O=C([C@@H]1C[C@H](Oc2cccnc2)CN1C(=O)c1ccncc1)N1CCOCC1 | -3% | -7% | 0% | 3 | -11% | 4% | -19%
CC(=O)N1CCc2cc(S(=O)(=O)CCC(=O)N3CCC(CCOc4ccccc4)C3)ccc21 (configuration not stated) | -20% | -17% | -5% | 4 | 5% | i | ?
CC(C)c1noc([C@@H]2Cc3nc[nH]c3CN2C(=O)Nc2ccc(Cl)cc2)n1 | 89µM* | 100µM* | 1%[87.6 µM] | -4 | -13%[172 µM] | i | 28%[87.6 µM]
CC(C)C[C@@H]1N[C@H](C(=O)N2CCOCC2)Cc2cn(Cc3ccccn3)c3cccc1c23 | ? | 100µM* | 2%[87.6 µM] | -4 | -16%[172 µM] | i | -22%[87.6 µM]
Next part.
SMILES | 3T3 cytotox | HEK cytotox | HEK293 viab | IP6K1 inh | Luciferase inh | GPT2 inhibitor | SNCA expr inh
Cc1ncccc1-c1nc2cc(C(=O)N3CCOCC3)ccc2o1 | ? | -10%[172 µM] | 13%[87.6 µM] | 14 | . | 2%[88.5 µM] | 37%[activator][87.6 µM]
CCOC(=O)c1ccc(N2C(=O)c3n[nH]c(-c4ccco4)c3C2c2ccccc2OC)cc1 (configuration not stated) | . | . | ? | 27 | . | . | ?
Cc1nc2c(c(-c3ccc(Cl)cc3)n1)CCN(C(=O)c1ccccc1)CC2 | ? | ? | 0% | 19 | 1% | i | -11%
CC1=C[C@@H](CN2C(=O)c3ccccc3C2=O)[C@H](C(C)C)C[C@H]1Cc1nc2ccccc2[nH]1 | 25µM* | 32µM* | -50%[87.6 µM] | 4 | -2%[172 µM] | -15%[88.5 µM] | -34%[87.6 µM]
Cc1ccc(-n2c(=O)[nH]c3sc4c(c3c2=O)CCNC4)cc1C | . | . | -14% | 16 | . | . | 7%
COc1ccc(NC(=O)N2CC(N(CC(C)C)C3CCOCC3)C2)cc1F | -5% | 2% | -1% | 0 | -5% | i | 65%[activator]
COc1cccc([S+](=O)([O-])N2CCN(CCCn3nc4n(c3=O)CCCC4)CC2)c1 | -21% | 2% | . | -7 | . | . | .
CCNC(=O)N1CCC(NC(=O)c2cccc(CCC(C)(C)O)c2)CC1 | -2% | -6% | -6% | 7 | 9% | 2% | -10%
COc1ccc(NC(=O)C2(C)CCCCC(=O)N2)cc1F (configuration not stated) | -17% | -21% | 4% | 8 | -8% | i | -16%
CC(=O)N1CCC(N2CCC([C@@H]3CNC[C@H]3CO)CC2)CC1 | i | 4% | 1%[12.5 µM] | -6 | 1% | i | 19%
